ELG1 genotoxic = induces genotoxicity in HEK293T cells with luciferase-tagged ELG1 | HEK293T ELG1-luciferase reporter, luminescence, 16 h | Potency, µM (doses to about 46 µM), for inactives: at the top dose activity change, positive = activation, hits mostly activators | 1.3% of 330,000 active; further: % of control where 0% means no effect; nearly all actives have a fitted effect of over 60% in size
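Cells (2,000/well) expressing the ELG1-luciferase fusion are dosed by pin tool and kept 16 hr at 37 °C, 5% CO2. Signal comes from ONE-Glo luciferase reagent after 30 min at room temperature.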
NPC1 promoter act = activates the NPC1 promoter; 2.4% of 320,000 active; Potency, µM (titrated, usually from 9.22 µM), without a hit: at the highest dose activation, hits mostly activators; Huh7 NPC1 promoter luciferase reporter, 24 h;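 further: % of control where 0% means no effect; nearly all actives have a fitted effect of over 60% in size; reporter is driven by a mutant NPC1 promoter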
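Huh7 cells stably carrying NPC1 promoter–luciferase, plated in Opti-MEM with 10% FBS for 2 h, were exposed to compound in DMSO for 24 h at 37 °C; luciferase reagent was added for 10 min and luminescence read.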
Rab9 prom act = activates the Rab9 promoter; Huh7 Rab9 promoter-luciferase reporter, luminescence, 24 h; Potency, µM (highest dose often 9.22 µM), for inactives: at the highest dose activation, negative = inhibition, actives largely listed as activators; 2.8% of 320,000 active; further: % of control where 0% means no effect; nearly all actives have a fitted effect of over 60% in size
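Using Huh7 cells stably transfected with Rab9 promoter–luciferase, compounds were incubated 24 h at 37 °C, 5% CO2; luciferase luminescence was read 10 min after reagent addition.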
uPA surface inh = blocks generation of uPA at the cell surface; Potency, µM (top dose mostly 38.3 µM), for inactives: at the highest dose activity change, negative = inhibition, actives largely listed as inhibitors; cell surface uPA generation assay, qHTS; 0.31% of 330,000 active; active means well fitted inhibition curve with a large enough effect; inconclusive means small, poorly fitted or top-dose-only effect; inactive means no such curve, though single readings can be large or run the other way; tested in mouse RAW 264.7 cells; further: on the % scale 0 is the no-effect control and ±100 the full control effect; nearly all actives have a fitted effect of over 55% in size
RORg inh = inhibitors of mouse ROR gamma transcriptional activity; Drosophila S2 Gal4-RORgamma UAS-luciferase reporter, 20 h; Potency, µM (series often up to 53.6 µM), for inactives: at the top dose activity change, negative = inhibition, actives largely listed as inhibitors; AID 2551; 5.4% of 310,000 active; further: on the % scale 0 is the no-effect control and ±100 the full control effect; nearly all actives have a fitted effect of over 60% in size
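Drosophila S2 cells stably expressing Gal4-DBD/mouse RORγ fusion under metallothionein promoter plus UAS-luciferase; compound 1 h, then 700 uM CuSO4 induction for 20 h at ambient temperature; inhibition read as reduced luminescence.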
MLL CXXC-DNA inh = blocks binding of human MLL CXXC domain to DNA; AID 2662; Potency, µM (titrated, usually from 115 µM), inactives show top-dose activity change, negative = inhibition, most hits filed as inhibitors; MLL-CXXC / FITC-HOXA9 DNA fluorescence polarization; 0.037% of 290,000 active; active means well fitted inhibition curve with a large enough effect in the polarisation, with a control signal flat, not every such curve was filed as active; inconclusive means small, poorly fitted or top-dose-only effect, or effect the other way, or a change in a side signal; inactive means no such curve, though single readings can be large or run the other way; the % refers to the polarisation
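Fluorescence polarization: 7 uM MLL-CXXC (stock) preincubated 5 min with compounds, then 50 nM fluorescein-HOX-A9 DNA (stock) added; 30 min ambient. Buffer 50 mM Tris-HCl pH 7.5, 50 mM NaCl, 1 mM DTT, 0.05% BSA.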
FLuc modulator = counter-screen for miR-21 project: firefly luciferase inhibitors or activators. P08659. purified FLuc, Km substrates, luminescence inhibition. Potency, µM (titrated, usually from 57.5 µM), inactives show top-dose activity change, negative = inhibition, most hits filed as inhibitors. 6.9% of 360,000 active. AID 588342;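 further: plate controls were vehicle for no effect and reference inhibitor for full effect; nearly all actives have a fitted effect of over 55% in size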
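Biochemical qHTS of compounds, final roughly 60 µM downward over six points, against 10 nM purified firefly luciferase using Km concentrations of substrates (10 uM D-luciferin, 10 uM ATP) in Tris acetate pH 7.5 buffer; luminescence output.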
MBNL1-CUG inh = MBNL1-poly(CUG) RNA binding inhibition. Potency, µM (doses to about 57.5 µM), without a hit: at the highest dose activity change, negative = inhibition, most hits filed as inhibitors. TR-FRET MBNL1-His/biotin-(CUG)12 binding, 665/545 ratio. 0.036% of 280,000 active. Q9NR56. AID 2675; active means well fitted inhibition curve with a large enough effect in the signal ratio, with a control signal flat, not every such curve was filed as active; inconclusive means small, poorly fitted or top-dose-only effect, or effect the other way, or a change in a side signal; inactive means no such curve, though single readings can be large or run the other way; the % refers to the signal ratio; further: on the % scale 0 is the no-effect control and ±100 the full control effect
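His-tagged MBNL1 binding to biotinylated (CUG)12 RNA was measured by TR-FRET using terbium anti-His antibody (0.055 ng/ul final) and streptavidin-XL665 (5 nM final). Compounds were titrated 92 nM to 58 uM; 60 min at room temperature.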
BRCA1 expr up = increases BRCA1 expression. MCF7-BRCA1-FFLuc reporter, luminescence, 48 h; response scale: scaled: vehicle 0%, 10 µM genistein 100%. Potency, µM (top dose mostly 46.1 µM), for inactives: top-dose activation, most hits filed as activators. 1.1% of 380,000 active. AID 624202; further: nearly all actives have a fitted effect of over 80% in size; some results filed as inactive show a strong effect at the top dose
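Reporter cells (MCF7, BRCA1 promoter-firefly luciferase) received library compounds across a concentration series for 48 h. End-point luminescence was measured and concentration-effect curves derived after normalization.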
VP16 counter = Gal4-VP16 reporter inhibition counter-screen | Drosophila S2 Gal4-VP16 UAS-luciferase, luminescence, 20 h | AID 2546 | 3.5% of 310,000 active | Potency, µM (titrated, usually from 53.6 µM), without a hit: top-dose activity, negative = inhibition, usual class: inhibitors;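 further: Gal4-VP16 expression switched on by copper sulfate through the metallothionein promoter; on the % scale 0 is the no-effect control and ±100 the full control effect; nearly all actives have a fitted effect of over 50% in size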
p53 reactivation = re-activators of mutant p53 | H1299 p53-A138V BP100-luciferase reporter, luminescence, 24 h | Potency, µM (highest dose often 92.2 µM), for inactives: at the top dose activity change, positive = activation, actives largely listed as activators | 0.063% of 320,000 active | AID 504706; further: % of control where 0% means no effect; nearly all actives have a fitted effect of over 45% in size
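p53-null H1299 cells stably carrying temperature-sensitive p53-A138V and a BP100-luciferase reporter were pinned with compounds (4-point, 1:5 series) and held 24 hrs at 37 deg C. Luminescence was read 10 min after detection reagent.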
Starred values were filed as active, the others as inactive. Unless noted, the call rests on the fitted dose curve; in most records, active means well fitted curve in the direction sought with a large enough effect; inconclusive means small, poorly fitted or top-dose-only effect, or another doubt; inactive means no such curve, though single readings can be large; an effect the other way counts as inactive or inconclusive. Potency means the concentration at half of the fitted maximal effect. A portion of the library; rates above refer to the full screens.

For CC(C)C[C@H](NC(=O)N1CCn2c1nc1ccccc12)C(=O)N[C@@H](Cc1ccccc1)C(=O)O the results were ELG1 genotoxic 5%, NPC1 promoter act 0%, Rab9 prom act -3%, uPA surface inh -4%, RORg inh 20%, MLL CXXC-DNA inh 0%, FLuc modulator 3%, MBNL1-CUG inh -7%, BRCA1 expr up -13% and VP16 counter 6%.
CN(C)c1cc(Nc2cccc(O)c2)c([N+](=O)[O-])c2nonc12 was read as ELG1 genotoxic 0%, NPC1 promoter act 1%, Rab9 prom act -2%, uPA surface inh -2%, RORg inh 0%, MLL CXXC-DNA inh -2%, FLuc modulator -2%, MBNL1-CUG inh inconclusive, BRCA1 expr up 13%, VP16 counter 5% and p53 reactivation 1%.
For COc1ccc(CNC(=O)C2CCN(S(=O)(=O)N3CCCCC3)CC2)cc1 the results were ELG1 genotoxic -5%, NPC1 promoter act 1%, Rab9 prom act -2%, uPA surface inh 1%, RORg inh 7%, MLL CXXC-DNA inh 1%, FLuc modulator 0%, MBNL1-CUG inh 4%, BRCA1 expr up 8%, VP16 counter 15% and p53 reactivation -3%.
O=C(OCCOc1cccc(Cl)c1)C1CCN(S(=O)(=O)c2ccccc2)CC1 was read as ELG1 genotoxic 3%, NPC1 promoter act -4%, Rab9 prom act 0%, uPA surface inh 3%, RORg inh -10%, MLL CXXC-DNA inh inconclusive, FLuc modulator -2%, MBNL1-CUG inh -1%, BRCA1 expr up -14%, VP16 counter 1% and p53 reactivation 10%.
Screening CCOc1ccc(S(=O)(=O)N(CC)CC(=O)NC2CCS(=O)(=O)C2)cc1 (configuration not stated) returned ELG1 genotoxic 4%, NPC1 promoter act -1%, Rab9 prom act -1%, uPA surface inh inconclusive, FLuc modulator 2%, BRCA1 expr up 2% and p53 reactivation 4%.
Screening FC(F)(F)c1nnc(-c2ccccc2)nc1N1CCOCC1 returned ELG1 genotoxic -4%, NPC1 promoter act -1%, Rab9 prom act -2%, RORg inh 23%, MLL CXXC-DNA inh -7%, FLuc modulator -1%, MBNL1-CUG inh -1%, BRCA1 expr up -17%, VP16 counter -5% and p53 reactivation inconclusive.
`COC(=O)c1cccc(CN2C(=O)SC(Nc3ccccc3)C2=O)c1` (configuration not stated) gave ELG1 genotoxic -2%, NPC1 promoter act 1%, Rab9 prom act 8%, uPA surface inh 4%, RORg inh inconclusive, MLL CXXC-DNA inh -11%, FLuc modulator 0%, BRCA1 expr up 7%, VP16 counter -15% and p53 reactivation -7%.
`CCOC(=O)CSc1ccc(C(=O)Nc2ccc(OC)cc2)cn1` gave ELG1 genotoxic 0%, NPC1 promoter act -1%, Rab9 prom act -4%, uPA surface inh 0%, RORg inh -9%, MLL CXXC-DNA inh 4%, FLuc modulator inconclusive, MBNL1-CUG inh -2%, BRCA1 expr up -26%, VP16 counter 6% and p53 reactivation -3%.
For O=C(CSc1ccc(-c2ccccc2)nn1)N1CCN(c2ccccc2)CC1 the results were ELG1 genotoxic 3%, NPC1 promoter act 15%, Rab9 prom act 9%, uPA surface inh 1%, RORg inh inconclusive, MLL CXXC-DNA inh 14%, FLuc modulator -8%, MBNL1-CUG inh 10%, BRCA1 expr up 4%, VP16 counter inconclusive and p53 reactivation 0%.
`CC(NC(=O)COC(=O)C1CCC1)c1ccccc1` (configuration not stated) gave ELG1 genotoxic 1%, NPC1 promoter act 0%, Rab9 prom act 8%, uPA surface inh 3%, FLuc modulator 0%, BRCA1 expr up 8% and p53 reactivation -9%.
`CCOc1ccc(N2C(=O)c3ccc(C(=O)OCC(=O)N(CC)C4CCS(=O)(=O)C4)cc3C2=O)cc1` (configuration not stated) gave ELG1 genotoxic 0%, NPC1 promoter act -5%, Rab9 prom act -4%, uPA surface inh -6%, RORg inh 31%, MLL CXXC-DNA inh 4%, FLuc modulator 5%, MBNL1-CUG inh inconclusive, BRCA1 expr up 2%, VP16 counter -14% and p53 reactivation -2%.
For CC(C)N(Cc1ccccc1)C(=O)CSc1nccn1C the results were ELG1 genotoxic 0%, NPC1 promoter act -14%, Rab9 prom act -5%, uPA surface inh 6%, RORg inh -19%, MLL CXXC-DNA inh 5%, FLuc modulator -1%, MBNL1-CUG inh -3%, BRCA1 expr up 7%, VP16 counter 1% and p53 reactivation 1%.
Screening O=C(NCCc1ccccc1)c1cnc2ccccc2n1 returned ELG1 genotoxic inconclusive, NPC1 promoter act 3.5µM*, Rab9 prom act 1.4µM*, uPA surface inh -2%, RORg inh -24%, MLL CXXC-DNA inh -1%, FLuc modulator 8.5µM*, MBNL1-CUG inh inconclusive, BRCA1 expr up inconclusive, VP16 counter -14% and p53 reactivation inconclusive.
C=CCC1(CC=C)CCCN1C(=O)c1cc(COc2ccc(-n3cncn3)cc2)on1 was read as ELG1 genotoxic -18%, NPC1 promoter act -27%, Rab9 prom act -30%, uPA surface inh -6%, RORg inh -24%, MLL CXXC-DNA inh 16%, FLuc modulator -3%, MBNL1-CUG inh 0%, BRCA1 expr up -32%, VP16 counter inconclusive and p53 reactivation -5%.
For CN(C)c1nc(N(C)C)nc(N(C#N)CN2C(=O)c3ccccc3S2(=O)=O)n1 the results were ELG1 genotoxic -5%, NPC1 promoter act 2%, Rab9 prom act 3%, uPA surface inh 0%, RORg inh -2%, MLL CXXC-DNA inh 3%, FLuc modulator -3%, MBNL1-CUG inh -6%, BRCA1 expr up 1%, VP16 counter 3% and p53 reactivation 7%.
CN(C)c1ccc(C(=S)N2CCN(c3ccc([N+](=O)[O-])cc3)CC2)cc1 was read as ELG1 genotoxic -1%, NPC1 promoter act 1%, Rab9 prom act -6%, uPA surface inh -1%, RORg inh 6%, MLL CXXC-DNA inh -2%, FLuc modulator inconclusive, BRCA1 expr up -8%, VP16 counter 9% and p53 reactivation 1%.
Screening OC(CN1CCN(c2ccccc2Cl)CC1)c1ccccc1 (configuration not stated) returned ELG1 genotoxic 1%, NPC1 promoter act 1%, Rab9 prom act 1%, uPA surface inh 3%, RORg inh 12%, MLL CXXC-DNA inh -1%, FLuc modulator 2%, MBNL1-CUG inh -2%, BRCA1 expr up 13%, VP16 counter 17% and p53 reactivation -5%.
`Cc1nnc(SCCn2c(N3CCCCC3)nc3c2c(=O)[nH]c(=O)n3C)s1` gave ELG1 genotoxic 7%, NPC1 promoter act -1%, Rab9 prom act -10%, uPA surface inh -1%, RORg inh 12%, MLL CXXC-DNA inh 11%, FLuc modulator 3%, MBNL1-CUG inh 5%, BRCA1 expr up -16%, VP16 counter 2% and p53 reactivation 3%.
COc1ccc(C(=O)NCCS(=O)(=O)N2CCN(C(=O)c3ccco3)CC2)cc1 was read as ELG1 genotoxic 1%, NPC1 promoter act 0%, Rab9 prom act 1%, uPA surface inh 0%, FLuc modulator 1%, BRCA1 expr up -3% and p53 reactivation 5%.
Cc1ccccc1NC(=O)Nc1ccccc1C(N)=O was read as ELG1 genotoxic 7%, NPC1 promoter act -1%, Rab9 prom act -2%, uPA surface inh inconclusive, RORg inh -9%, MLL CXXC-DNA inh 1%, FLuc modulator -12%, MBNL1-CUG inh 9%, BRCA1 expr up -14%, VP16 counter 10% and p53 reactivation 0%.
CCOC(=O)c1ccc(NC(=O)C2CCN(S(=O)(=O)c3c(C)nn(C)c3C)CC2)cc1 was read as ELG1 genotoxic -3%, NPC1 promoter act -4%, Rab9 prom act 15%, uPA surface inh 8%, RORg inh 34%, FLuc modulator -1%, MBNL1-CUG inh -3%, BRCA1 expr up -15%, VP16 counter -1% and p53 reactivation 4%.
For CC1CCN(Cc2nc(-c3ccc(Cl)cc3)no2)CC1 the results were ELG1 genotoxic 14%, NPC1 promoter act 13%, Rab9 prom act inconclusive, uPA surface inh -1%, RORg inh -1%, MLL CXXC-DNA inh 12%, FLuc modulator inconclusive, MBNL1-CUG inh 5%, BRCA1 expr up 8.9µM*, VP16 counter -22% and p53 reactivation 11%.
Screening Cc1c(-n2c(-c3ccccc3)nc3ccccc3c2=O)c(=O)n(-c2ccccc2)n1C returned ELG1 genotoxic -4%, NPC1 promoter act -1%, Rab9 prom act -5%, uPA surface inh 2%, RORg inh 22%, MLL CXXC-DNA inh 2%, FLuc modulator -3%, MBNL1-CUG inh 2%, BRCA1 expr up 7%, VP16 counter -4% and p53 reactivation -1%.

High-throughput results (PubChem BioAssay)
